# Bioassay records from PubChem BioAssay.
# phage Ecoli inh: E. coli growth loss with phage present; growth absorbance; inhibition, % at 11.9 µM; 360,000 compounds, 0.26% hits; AID 651602; in the data active means inhibition above about 11%
# Ecoli viability: bacterial growth inhibition, counter-screen for AddAB inhibitors; E. coli V3065 growth, OD600 absorbance, 18 h; inhibition, % at 11.9 µM; 330,000 compounds, 0.27% hits; AID 449728;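 active means inhibition above the campaign's mean inhibition across all tested compounds plus 3 SD, cut at about 9.9% in these data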;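 further: uninfected addAB+ strain grown without phage in ampicillin broth; 0% = DMSO wells and 100% = ciprofloxacin 0.95 µg/ml wells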
# CAL PDZ FP-1: blocks peptide binding to human CAL PDZ domain; Q9HD26; purified CAL PDZ, TMR-peptide fluorescence polarization, 1 h; inhibition, % at 20 µM; 330,000 compounds, 0.02% hits; AID 504414;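 active means highest replicate inhibition of at least 40%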;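 further: plate controls were DMSO neutral control wells for no effect and unlabeled competitor peptide control wells for full effect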
#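 Material: tagged CAL PDZ protein CerCALP, purified; buffer or medium: sodium phosphate/NaCl buffer pH 7.4 with TCEP, IgG, Thesit; also added: fluorescent TMR peptide probe; schedule: 1 h incubation at room temperature before polarization reading; technique: fluorescence polarization from S- and P-plane intensities, G-factor corrected; control set: unlabelled peptide and DMSO controls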
# CAL PDZ FP-2: inhibitors of human CAL PDZ peptide binding. AID 602252. 300,000 compounds, 0.92% hits. Q9HD26. inhibition, % at 24.9 µM. purified CAL PDZ, TMR-peptide fluorescence polarization, 1 h;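 active means mean inhibition of at least 30% with at least half of replicates also reaching 30%; inconclusive means no clear call, values can overlap the other calls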;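 further: 0% = DMSO neutral control and 100% = excess unlabeled competitor peptide PRC23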
# AddAB inh: less growth of phage-infected E. coli with AddAB; 330,000 compounds, 0.29% hits; inhibition, % at 11.9 µM; E. coli expressing H. pylori AddAB, absorbance growth; AID 435030; in the data active means inhibition above about 12%;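 further: 0% = vehicle wells of infected cells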
# SR-BI DiI-HDL act: enhances SR-BI lipid uptake from DiI-HDL | CHO ldlA[mSR-BI] cells, DiI-HDL uptake fluorescence, 3 h; 100 = double the neutral-control signal | 320,000 compounds, 0.096% hits | activation, % at 12.5 µM | AID 504775;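 active means mean replicate activation of at least 60% and every replicate at or above 60%; inconclusive means mean or all-replicate condition met, but not both; inactive means mean below 60% and not all replicates reaching 60%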;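 further: 0% = median plate neutral-control signal and 100% = twice that signal; values of inactives mirror those of a sister screen read the other way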
#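 Test system: SR-BI-overexpressing, LDLR-lacking CHO cells; Medium: Ham's F12 with 0.5% BSA, HEPES 25 mM, pH 7.4; Schedule: 3 h, 37 °C; Technique: bottom-read fluorescence, 550/595 nm.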
# Tat transport: E. coli Tat transport inhibition. E. coli MC4100 TorA-mCherry Tat export, fluorescence. inhibition, % at 10 µM. 340,000 compounds, 0.036% hits;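 active means mean replicate inhibition at least 50% and at least half of replicates individually reaching 50%; inconclusive means only one of the two criteria met; inactive means neither criterion met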;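 further: exported cargo escapes ClpAP degradation while cytoplasmic cargo is degraded and loses fluorescence; 0% = median of neutral control wells and 100% = median of NaSCN control wells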
# Wnt act: activators of Wnt/beta-catenin signaling; Wnt/beta-catenin reporter cell assay, activator, plate reader; activation, % at 9.35 µM; AID 743398; 300,000 compounds, 1.2% hits; in the data active means activation above about 30%, passing the limit was not always enough; inconclusive means no clear call, values can overlap the other calls;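 further: 0% = neutral control wells and 100% = positive control wells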
# MITF act: increases MITF-driven TRPM1 promoter luciferase signal. SK-MEL-5 TRPM1-promoter luciferase, 24 h; % of positive control, neutral wells = 0. activation, % at 12.5 µM. 300,000 compounds, 0.75% hits. AID 588334;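 active means mean activation of at least 80% with every replicate also reaching 80%; inconclusive means mean reaches 80% but some replicate falls short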;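 further: 0% = neutral control wells and 100% = parthenolide positive control wells; values of inactives mirror those of a sister screen read the other way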
# SR-BI HDL uptake: inhibitors of mouse SR-BI mediated HDL lipid uptake; ldlA[mSR-BI] CHO cells, DiI-HDL uptake fluorescence, 3 h; inhibition, % at 12.5 µM; 320,000 compounds, 0.96% hits;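 active means mean replicate inhibition of at least 70% and a set share of replicates each scoring 70 or more; inconclusive means meets just one of the two criteria; inactive means fails both criteria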;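 further: 0% = median of neutral control wells and 100% = median of positive control wells; values of inactives mirror those of a sister screen read the other way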
# Target sequence (Q61009 whole entry, looked up): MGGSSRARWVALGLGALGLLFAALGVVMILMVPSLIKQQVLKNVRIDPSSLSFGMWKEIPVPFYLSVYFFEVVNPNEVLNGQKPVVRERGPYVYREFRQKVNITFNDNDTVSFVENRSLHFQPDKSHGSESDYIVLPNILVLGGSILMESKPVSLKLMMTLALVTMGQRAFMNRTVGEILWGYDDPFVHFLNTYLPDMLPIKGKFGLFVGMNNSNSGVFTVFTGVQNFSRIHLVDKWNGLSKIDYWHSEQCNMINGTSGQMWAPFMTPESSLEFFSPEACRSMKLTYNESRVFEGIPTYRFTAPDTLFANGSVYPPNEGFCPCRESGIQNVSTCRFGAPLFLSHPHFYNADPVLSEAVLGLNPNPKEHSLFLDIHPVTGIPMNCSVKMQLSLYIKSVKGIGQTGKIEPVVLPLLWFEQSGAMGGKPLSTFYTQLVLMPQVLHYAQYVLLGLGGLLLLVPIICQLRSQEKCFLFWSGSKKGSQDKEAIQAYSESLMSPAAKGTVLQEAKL
# * marks the source's active call; other numbers are inactive results; ? = inconclusive; . = no result given.
# Sequence of screens – phage Ecoli inh	Ecoli viability	CAL PDZ FP-1	CAL PDZ FP-2	AddAB inh	SR-BI DiI-HDL act	Tat transport	Wnt act	MITF act	SR-BI HDL uptake
> O=C(Nc1cccc(F)c1)C1CCN(S(=O)(=O)c2cnc[nH]2)CC1
 : 0.2	-0.5	-0.8	-3	1.2	17	-5	-2	13	-17
> CC1CCN(C(=S)NC2CCCCC2)CC1
 : 1.2	-1.6	-1.4	0	1.9	2	5	-3	7	-2
> O=C(CSc1nc(-c2ccccc2)nc2c1CCCC2)N1CCOCC1
 : 3.6	0.5	-0.9	-2	2.4	-20	5	.	11	20
> COc1ccc(CCNC(=O)c2cc(C3CC3)on2)cc1OC
 : 2.8	0.7	0.5	-2	3.5	.	-1	-3	19	.
> CCN(CC)c1cccc(OC(=O)c2cccnc2Cl)c1
 : -0.6	-1.1	-2.3	-3	2.0	4	2	-1	7	-4
> COc1ccc(OCC(=O)Nc2ccc(N3CCOCC3)cc2)cc1
 : -5.6	1.9	-0.9	2	0.9	-7	-5	-10	4	7
> CN(Cc1c(F)cccc1Cl)C(=O)C1=CC=CN2CCS(=O)(=O)N=C12
 : 3.1	-2.0	0.9	-5	-0.2	12	-2	0	-2	-12
> CCc1cc(C(c2ccncc2)N2CCN(C)CC2)c(NC(=O)c2ccccc2)s1 (centres undefined)
 : 4.5	-0.4	-2.5	-4	-0.5	6	15	0	-10	-6
> O=C(CN1CCC(n2nnc3cc(F)ccc32)CC1)NCc1ccco1
 : 3.5	-1.5	0.1	-2	-0.2	-11	?	-3	9	11
> Cc1cc(Cl)ccc1OCC(=O)N1CCCN(C(=O)COc2ccc(Cl)cc2C)CC1
 : 1.0	-1.0	0.3	-3	0.4	-52	15	-9	7	52
> N#Cc1sc(NCc2ccccn2)nc1Cl
 : 0.8	-0.3	-1.2	1	0.4	12	5	-3	.	-12
> Cc1cccc(NC2SC(=O)NC2=O)c1 (centres undefined)
 : 3.5	0.4	-0.6	2	0.5	0	-1	0	0	0
> O=C(OCc1cc2ccccc2[nH]c1=O)c1cccs1
 : 6.0	1.9	0.0	-6	4.8	22	-1	0	-3	-22
> CC1(C)C2CC=C(/C=N/NC(=O)C(N)=O)C1C2 (centres undefined)
 : -1.0	0.3	0.2	-6	0.9	-1	-7	4	-12	1
> CCN(CC)c1ccc(C2NC(=O)c3ccccc3N2)cc1 (centres undefined)
 : -0.5	.	0.0	-3	.	-6	-19	-2	.	6
> CC(Cl)c1cc(-c2ncc(C(F)(F)F)cc2Cl)no1 (centres undefined)
 : -0.1	-0.4	-3.1	-1	-2.4	29	-1	4	5	-29
> Cc1cc(OCC(=O)N2CCOCC2)ccc1NC(=O)C1CCCCC1
 : 0.6	4.1	1.0	.	2.2	30	14	.	4	-30
> CCOC(=O)CNC(=O)CSc1nnc(-c2ccc(OC)cc2)n1CC
 : 0.6	-0.5	-1.6	-4	1.8	17	0	-2	-3	-17
> C(=C\c1ccccc1)/CSc1nnc(-c2cccnc2)n1Cc1ccco1
 : 3.2	-1.2	-1.3	-1	0.0	-6	4	.	.	6
> COc1ccc(Cl)cc1S(=O)(=O)N1CCC(C(=O)N2CCOCC2)CC1
 : 0.6	-0.7	-1.5	2	2.4	22	-1	28	-7	-22
> CC(NC(=O)c1cccs1)c1ccccc1 (centres undefined)
 : -0.2	-3.2	-2.0	3	0.6	10	1	1	.	-10
> COc1ccccc1CNC(=O)c1cnc2ccccn2c1=O
 : 3.6	-0.7	-0.9	-7	-1.9	-23	3	-4	.	23
> CC1(OC(=O)C2CCCC2)C(=O)C=C2C=C(c3ccc(C#N)cc3)OC=C2C1=O (centres undefined)
 : 1.5	2.3	-0.7	2	1.8	-11	-16	-1	3	11
> CCCC1C2C(=O)N(c3ccccc3OC)C(=O)C2ON1c1ccccc1 (centres undefined)
 : 0.9	-1.1	0.3	0	0.8	-1	3	1	-4	1
> CN(C)c1ccc(N=Nc2ccccc2C(=O)OCC(=O)N2CCCCCC2)cc1
 : -1.2	1.1	1.1	-2	1.6	-9	9	.	66	9
> COC(=O)c1cn(C(=O)c2ccc(Cl)cc2)c2ccccc12
 : 2.3	-1.8	-1.0	-7	3.4	-2	3	2	3	2
> Cc1cc(Cl)c(S(=O)(=O)NCc2cccnc2)cc1OCC(N)=O
 : 0.6	-0.2	-1.2	1	-1.1	-3	1	.	-3	3
> CN(C)c1ccc(S(=O)(=O)N2CCCCC2)cc1NC(=O)C1CSC2(C)CCC(=O)N12 (centres undefined)
 : 0.2	0.7	-0.2	-8	-0.8	8	3	-5	-6	-8
> CCC(C)(C)NC(=O)c1ccc2c(c1)OCCO2
 : 4.7	-0.7	0.2	4	0.9	27	4	3	1	-27
> Oc1c(Cl)c(Cl)c2ncccc2c1Cl
 : 3.8	.	0.3	1	.	18	0	-3	6	-18

# Quoted from the results shown for reference:
# Sequence of screens – phage Ecoli inh	Ecoli viability	CAL PDZ FP-1	CAL PDZ FP-2	AddAB inh	SR-BI DiI-HDL act	Tat transport	Wnt act	MITF act	SR-BI HDL uptake
> O=C(Nc1cccc(F)c1)C1CCN(S(=O)(=O)c2cnc[nH]2)CC1
 : 0.2	-0.5	-0.8	-3	1.2	17	-5	-2	13	-17
> CC1CCN(C(=S)NC2CCCCC2)CC1
 : 1.2	-1.6	-1.4	0	1.9	2	5	-3	7	-2
> O=C(CSc1nc(-c2ccccc2)nc2c1CCCC2)N1CCOCC1
 : 3.6	0.5	-0.9	-2	2.4	-20	5	.	11	20
> COc1ccc(CCNC(=O)c2cc(C3CC3)on2)cc1OC
 : 2.8	0.7	0.5	-2	3.5	.	-1	-3	19	.
> CCN(CC)c1cccc(OC(=O)c2cccnc2Cl)c1
 : -0.6	-1.1	-2.3	-3	2.0	4	2	-1	7	-4
> COc1ccc(OCC(=O)Nc2ccc(N3CCOCC3)cc2)cc1
 : -5.6	1.9	-0.9	2	0.9	-7	-5	-10	4	7

# Profiles as entered above.
# COc1ccc(Cl)cc1S(=O)(=O)N1CCC(C(=O)N2CCOCC2)CC1 across the screens: phage Ecoli inh = 0.6; Ecoli viability = -0.7; CAL PDZ FP-1 = -1.5; CAL PDZ FP-2 = 2; AddAB inh = 2.4; SR-BI DiI-HDL act = 22; Tat transport = -1; Wnt act = 28; MITF act = -7; SR-BI HDL uptake = -22
# COC(=O)c1cn(C(=O)c2ccc(Cl)cc2)c2ccccc12 across the screens: phage Ecoli inh = 2.3; Ecoli viability = -1.8; CAL PDZ FP-1 = -1.0; CAL PDZ FP-2 = -7; AddAB inh = 3.4; SR-BI DiI-HDL act = -2; Tat transport = 3; Wnt act = 2; MITF act = 3; SR-BI HDL uptake = 2

# Continued.
molecule | phage Ecoli inh | Ecoli viability | CAL PDZ FP-1 | CAL PDZ FP-2 | AddAB inh | SR-BI DiI-HDL act | Tat transport | Wnt act | MITF act | SR-BI HDL uptake
COc1cc(OC)c2c(c1)OC(=O)CC2c1ccc(C)cc1 (centres undefined) | 1.5 | 0.7 | -4.2 | -1 | -0.1 | -12 | 13 | -2 | -1 | 12
COc1ccc(-c2nn(-c3ccccc3)cc2/C=C/C(=O)N(C)CC(=O)Nc2cccc(F)c2)cc1OC | 6.0 | . | -1.4 | -3 | . | -38 | -7 | -12 | 5 | 38
Cc1nn(CCO)c2ncc(C(=O)c3cc(Cl)ccc3O)cc12 | 0.6 | -0.8 | -1.2 | . | 2.8 | . | 0 | 1 | -5 | .
Cc1cccc(C(=O)N(CCc2ccccc2)Cc2ccccc2)c1[N+](=O)[O-] | -0.9 | 0.1 | -3.2 | -2 | -0.6 | -28 | -4 | 0 | -2 | 28
Cc1cccc(C(=O)NCC(=O)OCC(=O)c2ccc(Br)s2)c1 | 1.2 | 2.3 | 0.1 | 0 | 1.7 | 5 | -3 | 1 | -9 | -5
CN1CCN(Cc2cc(=O)oc3cc4c(cc23)CCC4)CC1 | 1.7 | -0.4 | -1.5 | 0 | 2.6 | 9 | -1 | -2 | -7 | -9
O=C(Oc1cccc2c(O)cccc12)c1ccccc1 | -0.1 | -0.3 | -1.0 | -1 | 2.9 | 23 | 7 | . | 7 | -23
CCN(CC)CCN(Cc1cc2cc3c(cc2[nH]c1=O)OCCO3)C(=O)NC1CCCCC1 | 0.7 | 2.3 | -1.2 | 6 | 1.9 | 44 | 2 | . | -3 | -44
CC(C)=C(NC(=O)c1ccccc1)C(=O)N/N=C/c1ccc(O)cc1 | 2.6 | 0.0 | -0.8 | -4 | 0.9 | 4 | -12 | 6 | 25 | -4
CC1CCCN(C(=O)C2CCN(c3ncnc4c3nc3n4CCCCC3)CC2)C1 (centres undefined) | 2.4 | -0.8 | -2.2 | -4 | 2.5 | -1 | 6 | 0 | -7 | 1
CN=C(Nc1cc(Cl)ccc1Cl)SC1CC(=O)N(c2ccc(C(=O)OC)cc2)C1=O (centres undefined) | -0.1 | -0.5 | -0.5 | -2 | 2.5 | 6 | 0 | . | 22 | -6
O=C1COC(c2ccccc2)=CN1Cc1ccccc1 | 0.9 | -0.2 | -0.3 | 0 | 0.8 | 17 | 12 | -2 | 8 | -17
Cc1nnc(SCC(=O)N(C)Cc2ccccc2)[nH]c1=O | 3.6 | -4.1 | -2.4 | 4 | 0.7 | 21 | -3 | . | 4 | -21
COc1cccc(CN2CCN(C3CCN(c4ccccc4C)CC3)CC2CCO)c1 (centres undefined) | 4.2 | -2.8 | -2.0 | -2 | 3.1 | 2 | 6 | -4 | 9 | -2
Cc1ccc(CN2CC(C(=O)Nc3ccc(C)c(S(=O)(=O)N4CCCCC4)c3)CC2=O)cc1 (centres undefined) | 0.0 | . | -1.5 | -1 | . | -20 | 18 | -4 | -1 | 20
O=C(NCCc1ccccc1F)N[C@@H](Cc1ccccc1)C(=O)O | 2.3 | 0.2 | -0.6 | -6 | -0.4 | . | -4 | 0 | 8 | .
CCCN(CCC)S(=O)(=O)c1ccc(C(=O)Nc2nnc(-c3cccc(OC)c3)o2)cc1 | 0.2 | -3.1 | 0.9 | -5 | -4.7 | 23 | -19 | -9 | -28 | -23
CCOC(=O)N1CCC(NC(=O)CCc2nc(-c3ccccc3F)no2)CC1 | -0.3 | -0.9 | -2.2 | . | -0.2 | -4 | 23 | . | -7 | 4
COc1ccc(OCC(=O)O/N=C(\N)Cc2cccs2)cc1 | 1.7 | -1.2 | -1.2 | -5 | 0.3 | 17 | 9 | 4 | -2 | -17
O=C(NC1(C(F)(F)F)NC(=O)N(Cc2cccnc2)C1=O)c1ccncc1 (centres undefined) | 0.8 | 0.4 | -1.6 | 0 | 6.0 | 4 | -2 | -1 | -10 | -4
COCCCN1CN(S(=O)(=O)c2ccc(Cl)cc2)c2nc3ccccc3nc21 | 0.7 | -0.5 | -0.5 | -3 | -0.2 | 18 | 1 | . | 29 | -18
